Screening data from PubChem BioAssay.
PAFAH1B3 FP inh = PAFAH1B3 enzyme inhibitors, primary screen, biochemical, fluorescence polarization, human. Platelet-activating factor acetylhydrolase IB subunit alpha1 (Homo sapiens), Q15102. recombinant PAFAH1B3, FP-rhodamine probe. inhibition, % at 3.39 µM. hit rate 0.28% among 340,000. AID 492972, 2010;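 active = inhibition above the screen-wide average of all tested compounds plus 3 SD, cut at about 25% in these data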;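 also: 0% = enzyme with DMSO only and 100% = wells lacking PAFAH1B3 protein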
Target sequence (Q15102 whole entry, looked up): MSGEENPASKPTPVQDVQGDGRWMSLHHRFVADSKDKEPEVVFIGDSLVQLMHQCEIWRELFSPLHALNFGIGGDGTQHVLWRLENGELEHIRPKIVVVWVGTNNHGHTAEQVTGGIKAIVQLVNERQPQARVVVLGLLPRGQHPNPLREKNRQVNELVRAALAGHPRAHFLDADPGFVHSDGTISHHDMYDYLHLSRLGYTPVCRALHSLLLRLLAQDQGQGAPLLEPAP
PREPL inh = PREPL enzyme inhibitors, primary screen, biochemical, fluorescence polarization. Prolyl endopeptidase-like (Homo sapiens), Q4J6C6. AID 2751, 2010. recombinant PREPL, fluorescence polarization activity-based probe. hit rate 0.68% among 320,000. inhibition, % at 5.96 µM; in the data active = inhibition above about 43%;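 also: 0% = enzyme with DMSO and 100% = wells lacking enzyme; many of its hits are not listed in these tables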
pPAFAH inh = pPAFAH enzyme inhibitors, primary screen, biochemical, fluorescence polarization, human. recombinant pPAFAH, FP-rhodamine probe fluorescence polarization. inhibition, % at 3.39 µM. hit rate 1.5% among 330,000;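 active = inhibition above the mean inhibition across the screen plus 3 SD, cut at about 25% in these data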;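 also: inhibitors block binding of the rhodamine activity-based probe so polarization drops; 0% = enzyme with DMSO and 100% = wells lacking pPAFAH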
LYPLA2 counter = LYPLA2 inhibitors, primary screen, counter-screen for PME1 inhibitor project, biochemical, fluorescence polarization, FP-Rh probe ABPP. Acyl-protein thioesterase 2 (Homo sapiens), O95372. recombinant LYPLA2. inhibition, % at 5.9 µM. hit rate 0.38% among 320,000;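 active = inhibition above the screen-wide mean plus 3 SD, limit set per campaign, cut at about 26% in these data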;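 also: 0% = LYPLA2 with DMSO and 100% = wells lacking LYPLA2 enzyme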
Target sequence (O95372 whole entry, looked up): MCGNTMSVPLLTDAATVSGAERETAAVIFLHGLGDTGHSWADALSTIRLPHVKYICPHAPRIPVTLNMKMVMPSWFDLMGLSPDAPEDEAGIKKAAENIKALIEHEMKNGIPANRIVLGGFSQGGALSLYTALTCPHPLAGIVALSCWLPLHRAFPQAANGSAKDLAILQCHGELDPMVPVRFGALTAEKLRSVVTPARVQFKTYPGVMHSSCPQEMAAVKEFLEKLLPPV
GSTO1 counter = inhibitors of recombinant GSTO1, primary screen, counter-screen for RBBP9 inhibitor project, biochemical, fluorescence polarization; inhibition, % at 5.96 µM; activity-based probe fluorescence polarization; Glutathione S-transferase omega-1 (Homo sapiens), P78417; hit rate 1.1% among 300,000; AID 1974, 2009;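 active = inhibition above the campaign mean inhibition plus 3 SD, cut at about 35% in these data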;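 also: 0% = GSTO1-1 with DMSO and 100% = wells lacking GSTO1-1 enzyme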
PAFAH1B2 inh = PAFAH1B2 enzyme inhibitors, primary screen, biochemical, fluorescence polarization, human | recombinant PAFAH1B2, FP-rhodamine activity probe | inhibition, % at 3.39 µM | hit rate 1.2% among 340,000;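 active = inhibition above the mean of all tested compounds plus 3 SD, cut at about 24% in these data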;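 also: 0% = enzyme with DMSO and 100% = wells lacking PAFAH1B2; many of its hits are not listed in these tables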
LYPLA1 inh = LYPLA1 inhibitors, primary screen, counter-screen for PME1 inhibitor project, biochemical, fluorescence polarization, FP-Rh probe ABPP; recombinant LYPLA1; inhibition, % at 5.9 µM; hit rate 0.16% among 320,000;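 active = inhibition above the mean of all tested compounds plus 3 SD, set per campaign, cut at about 14% in these data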;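 also: inhibitors block serine hydrolase probe labeling of LYPLA1 so polarization falls; 0% = enzyme with DMSO and 100% = wells lacking LYPLA1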
Target sequence (O75608 whole entry, looked up): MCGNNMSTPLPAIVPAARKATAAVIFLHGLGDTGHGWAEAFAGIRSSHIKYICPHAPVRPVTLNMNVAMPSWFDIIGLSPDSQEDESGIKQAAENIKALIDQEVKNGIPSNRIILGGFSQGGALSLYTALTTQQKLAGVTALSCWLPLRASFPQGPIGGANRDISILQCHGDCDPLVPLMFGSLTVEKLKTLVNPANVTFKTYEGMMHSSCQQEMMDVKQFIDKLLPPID
PME-1 primary = PME-1 inhibitors via competitive probe labeling, primary screen, biochemical, fluorescence polarization, FP-Rh probe, HTS. Protein phosphatase methylesterase 1 (Homo sapiens), Q9Y570. recombinant PME-1. inhibition, % at 5.9 µM. hit rate 0.53% among 320,000. AID 2130, 2009;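 active = inhibition above the campaign mean of all compounds plus 3 SD, cut at about 26% in these data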;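 also: competitive labeling of PME-1 active site by serine hydrolase directed probe; 0% = PME-1 with DMSO and 100% = wells lacking PME-1 enzyme; inhibitors block probe labeling so polarization falls and inhibition rises; many of its hits are not listed in these tables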
Target sequence (Q9Y570 whole entry, looked up): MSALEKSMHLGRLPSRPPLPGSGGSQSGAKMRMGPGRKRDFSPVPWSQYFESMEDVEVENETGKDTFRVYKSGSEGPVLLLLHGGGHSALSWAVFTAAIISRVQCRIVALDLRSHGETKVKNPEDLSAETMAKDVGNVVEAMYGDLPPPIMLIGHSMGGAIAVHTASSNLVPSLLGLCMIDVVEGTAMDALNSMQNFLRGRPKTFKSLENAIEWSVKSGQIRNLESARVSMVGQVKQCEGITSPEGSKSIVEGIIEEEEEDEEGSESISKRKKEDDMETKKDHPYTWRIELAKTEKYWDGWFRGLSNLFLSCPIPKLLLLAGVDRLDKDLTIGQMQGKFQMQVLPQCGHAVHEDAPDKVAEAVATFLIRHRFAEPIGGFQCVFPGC
PAD4 inh = human PAD4 inhibitors, primary screen, biochemical, fluorescence polarization, 1536-well format. inhibition, % at 6.36 µM. hit rate 0.41% among 330,000. Protein-arginine deiminase type-4 (Homo sapiens), Q9UM07. recombinant PAD4, RCA probe fluorescence polarization;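 active = percent inhibition above a cutoff equal to the mean of all tested compounds plus 3 SD, cut at about 15% in these data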;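 also: 0% = PAD4 with RCA probe and DMSO and 100% = probe without PAD4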
Numbers without * were called inactive; / = not tested or not shown. The list is partial, so the mix of outcomes need not match the whole.

Start of the listing, in advance:
entry	smiles	PAFAH1B3 FP inh	PREPL inh	pPAFAH inh	LYPLA2 counter	GSTO1 counter
1	COc1cc(OC)c(C(=O)Oc2ccc3c(c2)OCO3)cc1OC	2	17	-3	6	2
2	CC(C)COc1ccc(C(=O)Nc2ccc(SC(F)F)cc2)cc1	5	-5	7	1	-1
3	COc1ccc(-c2csc(C3=C(O)CN(CCCN4CCCC4=O)C3=N)n2)cc1OC	9	6	6	3	8

entry	PAFAH1B2 inh	LYPLA1 inh	PME-1 primary	PAD4 inh
1	2	3	-7	-1
2	3	-4	2	-3
3	3	-1	3	-2

The list itself, from the start:
entry	smiles	PAFAH1B3 FP inh	PREPL inh	pPAFAH inh	LYPLA2 counter	GSTO1 counter
1	COc1cc(OC)c(C(=O)Oc2ccc3c(c2)OCO3)cc1OC	2	17	-3	6	2
2	CC(C)COc1ccc(C(=O)Nc2ccc(SC(F)F)cc2)cc1	5	-5	7	1	-1
3	COc1ccc(-c2csc(C3=C(O)CN(CCCN4CCCC4=O)C3=N)n2)cc1OC	9	6	6	3	8
4	Cc1nn(Cc2ccccc2)c(C)c1NS(=O)(=O)c1ccccc1	4	-2	2	-3	0
5	CC1Cc2ccccc2N1C(=O)C1CCCN1S(=O)(=O)c1ccc(Cl)cc1 (stereo unspecified)	4	4	-1	1	6
6	CCN(CC)CCOC(=O)c1cccc(Cl)c1	7	-11	7	4	-2
7	O=C(Nc1ccc2c(c1)OCCO2)c1ccoc1	5	-6	3	4	14
8	CC(C)Oc1ccc(C(=O)NC(C)(C)CO)cc1	-2	-3	-4	-4	4
9	CCOC(=O)c1c(NC(=O)c2ccccc2C(=O)O)sc2c1CCC2	5	16	0	10	8
10	CN(C)S(=O)(=O)c1cccc(-c2nn(-c3ccccc3)cc2/C=C(\C#N)c2nc3ccccc3[nH]2)c1	-53	-3	-15	-64	-10
11	Cc1cccc(C)c1-n1c(C)nn(CC2CC2)c1=O	-1	-7	5	1	-12
12	COc1cccc(/C=C/C(=O)Nc2ccccc2N2CCOCC2)c1	3	-1	2	3	0

entry	PAFAH1B2 inh	LYPLA1 inh	PME-1 primary	PAD4 inh
1	2	3	-7	-1
2	3	-4	2	-3
3	3	-1	3	-2
4	-1	-3	4	1
5	-5	-1	0	-6
6	1	4	7	-7
7	4	2	-5	-1
8	5	-3	-2	3
9	2	0	0	-4
10	-28	-41	-70	-5
11	0	1	-4	-3
12	3	-1	0	2

Remaining list, next part
entry	smiles	PAFAH1B3 FP inh	PREPL inh	pPAFAH inh	LYPLA2 counter	GSTO1 counter
13	C#CCOCCOCCOCCNc1nc(N2CCN(C(=O)CCCCCCCCCCNC(=O)[C@H](CCC(=O)O)n3cc(CCCCCN)nn3)CC2)nc(N2CCN(C(=O)CCCCCCCCCCNC(=O)[C@@H]([C@H](C)O)n3cc(C)nn3)CC2)n1	-3	-2	7	7	1
14	N#Cc1ccc(COC(=O)CCc2c[nH]c3ccccc23)cc1	4	11	7	5	4
15	CC1=Nc2cc(C(=O)NCCCOC(C)C)ccc2Sc2ccc(C)cc21	-7	6	10	0	2
16	O=C(CCC(=O)N1CCN(S(=O)(=O)c2ccccc2)CC1)NC1CCCc2ccccc21 (stereo unspecified)	3	-1	3	0	-4
17	Cc1nn(C)c(C)c1NC(=O)/C(C#N)=C\N(C)C	4	-6	3	0	8
18	COC(=O)CN1C(=O)C2(C(C#N)=C(N)Oc3ccccc32)C2=C1CC(C)(C)CC2=O (stereo unspecified)	-1	11	-2	0	5
19	O=[N+]([O-])c1ccc(N2CCNCC2)cc1Sc1nc2ccccc2[nH]1	-2	4	3	-1	1
20	COC(=O)Cc1c(C)nc2nc(-c3ccco3)[nH]n2c1=O	4	3	4	6	11
21	CCC(C)NC(=O)N[C@@H](Cc1ccccc1)C(=O)O (stereo partly specified)	5	7	-1	4	1
22	COc1ccc(Cl)cc1Nc1nnc(-c2ccncc2)s1	4	2	6	4	1
23	CCOc1ccc2nc(NS(=O)(=O)c3cccs3)sc2c1	0	-4	11	2	8
24	COC(=O)C(C(=O)NCC1CCCO1)C1CCCCCC1 (stereo unspecified)	9	-5	-2	-2	-2

entry	PAFAH1B2 inh	LYPLA1 inh	PME-1 primary	PAD4 inh
13	6	1	-5	3
14	5	-4	2	5
15	-5	-1	2	2
16	8	-1	3	2
17	3	1	2	0
18	6	-2	14	-3
19	3	0	5	3
20	8	3	-4	-1
21	7	3	-9	-4
22	4	1	-2	-1
23	2	3	2	-2
24	3	3	-5	-7

4 records drawn at random from the list so far:
entry	smiles	PAFAH1B3 FP inh	PREPL inh	pPAFAH inh	LYPLA2 counter	GSTO1 counter
23	CCOc1ccc2nc(NS(=O)(=O)c3cccs3)sc2c1	0	-4	11	2	8
6	CCN(CC)CCOC(=O)c1cccc(Cl)c1	7	-11	7	4	-2
12	COc1cccc(/C=C/C(=O)Nc2ccccc2N2CCOCC2)c1	3	-1	2	3	0
2	CC(C)COc1ccc(C(=O)Nc2ccc(SC(F)F)cc2)cc1	5	-5	7	1	-1

entry	PAFAH1B2 inh	LYPLA1 inh	PME-1 primary	PAD4 inh
23	2	3	2	-2
6	1	4	7	-7
12	3	-1	0	2
2	3	-4	2	-3

(next part)
entry	smiles	PAFAH1B3 FP inh	PREPL inh	pPAFAH inh	LYPLA2 counter	GSTO1 counter
25	O=C(NCc1cccnc1)/C(=C/c1ccc(-c2cccc(C(F)(F)F)c2)o1)NC(=O)c1ccccc1	5	-20	30*	-3	-6
26	Cc1cc(NC(=O)c2ccc(Br)c([N+](=O)[O-])c2)no1	4	9	1	6	6
27	COc1cccc(NC(=O)CSc2nc3c(sc4ccccc43)c(=O)n2CCCN2CCCC2)c1	5	-55	2	-1	-2
28	CC(C)(C)C(=O)N1CCC(O)(CS(=O)(=O)c2ccc(Cl)c(Cl)c2)CC1	8	-3	1	0	9
29	CCOC(=O)/C(C#N)=C(\O)c1ccc(NC(=O)c2ccc([N+](=O)[O-])cc2)cc1	/	8	8	-2	-3
30	CC1(C)C[C@H](O)[C@]2(CO)CC[C@]3(C)C(=CCC4[C@@]5(C)CC[C@H](O)C(C)(C)C5CC[C@]43C)[C@@H]2C1 (stereo partly specified)	6	-1	2	-5	0
31	O=C(CCCCCN1C(=O)[C@@H]2Cc3ccccc3CN2C1=O)Nc1cccc(F)c1	11	-12	7	3	-2
32	COc1cccc(Nc2ncnc3c2cnn3C)c1	-1	-3	1	-5	0
33	COc1ccccc1/C=C/C1(C(=O)NC2CCCC2)CC(=O)N1c1ccc(C)cc1 (stereo unspecified)	5	12	3	-3	9
34	NC(=O)/C(=C/c1ccco1)NC(=O)/C=C/c1ccccc1	5	13	4	4	15
35	COc1cccc(=O)c2c(C)n(CC(=O)c3ccccc3)c(C)c12	7	20	38*	-4	29
36	Cc1nc2c(C)cccc2cc1C(=O)N/N=C/c1ccc(N(C)C)cc1	-5	12	-2	-1	7

entry	PAFAH1B2 inh	LYPLA1 inh	PME-1 primary	PAD4 inh
25	5	-4	-3	-1
26	2	0	-2	-7
27	-3	-2	-5	-3
28	4	-2	2	-1
29	/	1	8	-3
30	5	-1	-2	-3
31	12	-4	-2	-6
32	0	2	6	-1
33	2	-4	-1	1
34	3	-1	-8	-4
35	2	-5	4	-3
36	-1	-1	-3	4

(more compounds)
entry	smiles	PAFAH1B3 FP inh	PREPL inh	pPAFAH inh	LYPLA2 counter	GSTO1 counter
37	CC(=O)CC1(O)C(=O)N(Cc2ccccc2)c2ccccc21 (stereo unspecified)	1	6	2	9	7
38	N#CCCN(Cc1ccccc1)C(=O)Nc1ccccc1	1	4	-1	-2	7
39	O=C(O)/C=C/C(=O)Nc1ccccc1SC(F)(F)F	3	-2	1	-1	0
40	COc1ccccc1NC(=O)C1=C(C)NC(=O)NC1c1ccccc1[N+](=O)[O-] (stereo unspecified)	5	18	9	-4	17
41	O=S(=O)(Cc1ccccc1)NCC1CCCN(Cc2ccc(F)c(F)c2)C1 (stereo unspecified)	1	-5	9	7	-2
42	Cc1cc(S(=O)(=O)N(Cc2ccccc2F)C2CC2)ccc1-n1cnnn1	7	0	2	-2	12
43	Cn1c(=O)[nH]c(=O)c2c1nc(Br)n2CCCCSc1nc2ccccc2o1	-4	12	6	-4	9
44	O=C(Nc1ccc(S(=O)(=O)Nc2nccs2)cc1)c1cc(-c2ccccc2)nc2ccccc12	0	5	4	-8	-17
45	Cc1cc(C(=O)Nc2ccccn2)no1	-5	21	2	6	-6
46	COCCN1C(=O)C(=O)/C(=C(/O)c2ccc(S(=O)(=O)N3CCCCC3)cc2)C1c1ccc(O)c(OC)c1 (stereo unspecified)	7	5	1	5	-15
47	CCCCn1c(N)c(N(CC(C)C)C(=O)c2oc3ccc(OC)cc3c2C)c(=O)[nH]c1=O	4	2	3	-5	5
48	O=C(CNC(=S)N(CCCN1CCOCC1)Cc1cccs1)N1CCCCCC1	-3	7	-1	-4	-3

entry	PAFAH1B2 inh	LYPLA1 inh	PME-1 primary	PAD4 inh
37	2	0	-6	1
38	3	-2	-5	-3
39	10	-2	-2	0
40	5	-5	17	-3
41	2	1	3	-6
42	5	1	2	-1
43	5	-1	2	-1
44	3	-9	9	-2
45	4	-1	0	0
46	6	0	3	-1
47	6	-2	-2	-4
48	-5	2	-2	0

The list continues:
entry	smiles	PAFAH1B3 FP inh	PREPL inh	pPAFAH inh	LYPLA2 counter	GSTO1 counter
49	Cn1c(=O)n(C)c2cc(S(=O)(=O)NCCc3ccccc3)ccc21	5	7	0	-3	18
50	COc1ccc(-c2c(C#Cc3ccsc3)c3cc(-c4ccc(C(N)=O)cc4)ccc3n2C)cc1	-5	20	4	/	/
51	COc1cccc(CN=CC2=C(O)CC(C)(C)CC2=O)c1OC	-2	17	0	8	2
52	Cc1ccc(NC(=S)NCC2CCCO2)c(OC(F)F)c1 (stereo unspecified)	3	4	-3	6	1
53	O=C(CSc1nnc(-c2ccncc2)n1CC1CCCO1)NCc1ccccc1 (stereo unspecified)	-3	-5	-1	-7	-2
54	CCOC(=O)c1n[nH]c2ccccc12	4	4	2	-1	-3
55	C[C@H](NC(=O)C1(c2ccccc2)CCN(C(=O)OC(C)(C)C)CC1)C(=O)N[C@@H](C(=O)O)c1ccccc1	-1	5	-1	9	4
56	O=S1(=O)CCN(Cc2ccccc2C(F)(F)F)CC1	8	12	3	5	6
57	Cc1ccc(Cl)cc1NC(=O)Cn1cc2c(n1)CCCC2	9	6	4	4	7
58	CC(C)(C)OC(=O)N1CCC(CNC(=O)c2ccccc2)CC1	/	0	3	4	5

entry	PAFAH1B2 inh	LYPLA1 inh	PME-1 primary	PAD4 inh
49	-2	-3	3	-4
50	-1	/	/	2
51	2	3	1	-1
52	0	4	-1	0
53	-2	0	-6	-2
54	6	0	-2	1
55	7	0	-5	-7
56	6	-1	0	-1
57	3	6	6	2
58	/	-1	3	0
